Scp-1 inhibitor: Scp-1 phosphatase inhibitors, primary screen, biochemical, colorimetric, uHTS | Recombinant Scp1, phosphopeptide, malachite green phosphate absorbance | actives 0.88% (n = 340,000) | AID 493091, 2011 | inhibition, % at 20 µM;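 active = inhibition above about 50% at 20 µM, limit read from the data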;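 note: plate controls were DMSO wells with enzyme for no effect and wells lacking enzyme for full effect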
Target sequence (Q9GZU7 76-261 limits assumed): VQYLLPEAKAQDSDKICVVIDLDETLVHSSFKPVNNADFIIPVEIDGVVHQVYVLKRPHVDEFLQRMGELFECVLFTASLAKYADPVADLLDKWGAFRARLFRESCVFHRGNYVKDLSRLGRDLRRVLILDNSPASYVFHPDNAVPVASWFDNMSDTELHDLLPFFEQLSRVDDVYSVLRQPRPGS
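Times: enzyme reaction 45 min at room temperature, colour 5 min, stabilisation 30 min. Material: SCP-1 catalytic fragment, aa 76-261. Medium: Acidic Tris acetate buffer with magnesium and detergent. Signal: colorimetric free-phosphate detection, absorbance 630 nm. Read-out basis: % inhibition of SCP-1 phosphate liberation. Reagent: Phosphorylated 17-residue peptide substrate.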
MT1-MMP act inh: blockers of MT1-MMP proenzyme processing, primary screen, HT1080 RFP-PRO-GFP cells, GFP/RFP fluorescence. GFP/RFP ratio fluorescence, overnight; percent of plate control window, DMSO zero. GFP/RFP ratio change, % at 20 µM. actives 0.061% (n = 360,000). AID 651647, 2012;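 active = GFP/RFP ratio change of at least 30% with cell ATP level not reduced by more than half and red fluorescence within 50% of control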; note: strong numbers were not always called active
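Material: RFP-PRO-GFP reporter HT1080 cells. Dosing: single-point 20 µM compound, 1% DMSO. Controls: DMSO and RFP-L50D-GFP cell wells. Timing: cells overnight before dosing, compound overnight, 37 °C, 5% CO2. Measure: GFP/RFP fluorescence ratio.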
SKN-1 inh: suppressors of acrylamide-induced Pgst-4::GFP reporter in worms, primary screen, SKN-1 inhibitor project, whole organism, uHTS, GFP/RFP fluorescence ratio, strain VP596; C. elegans VP596 Pgst-4::GFP/RFP ratio, 24 h; actives 0.49% (n = 360,000); inhibition, % at 21.8 µM;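 active = interference check ratio from 0.5 to 1.5 plus GFP to RFP signal ratio inhibition reaching or exceeding a fixed threshold, cut at about 30% in these data, passing the limit was not always enough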; note: some compounds called inactive have numbers as strong as hits
Rpn11 block: Rpn11 (PSMD14) deubiquitinase inhibitors, primary screen, biochemical, fluorescence polarization, uHTS; actives 0.59% (n = 360,000); human 26S proteasome, Ub4-pepOG fluorescence polarization; 20S core pre-blocked with epoxomicin; calls only at 20 µM; 26S proteasome non-ATPase regulatory subunit 14 (Homo sapiens), O00487; AID 588493, 2011;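 active = inhibition at 20 µM, scaled to each plate's controls, above about 33%, limit read from the data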
NRP1-CendR mod: modulators of CendR peptide binding to NRP-1, primary screen, biochemical, fluorescence polarization, uHTS; Neuropilin-1 (Homo sapiens), O14786; FAM-RPARPAR peptide binding to NRP-1; inhibition, % at 25 µM; actives 0.85% (n = 360,000);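 active = inhibition or corrected inhibition above about 18%, plus a signal ratio from 0.5 to 1.5, limit read from the data, passing the limit was not always enough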; note: strong numbers were not always called active
STEP inh: STEP phosphatase inhibitors, primary screen, biochemical, fluorescence intensity, uHTS; recombinant STEP, OMFP fluorogenic substrate; actives 0.25% (n = 360,000); inhibition, % at 20 µM;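 active = inhibition at 20 µM, scaled per plate between control wells, above about 37%, limit read from the data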;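 note: 0% = DMSO with enzyme and substrate and 100% = substrate only without enzyme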
Target sequence (P54829 whole entry, looked up): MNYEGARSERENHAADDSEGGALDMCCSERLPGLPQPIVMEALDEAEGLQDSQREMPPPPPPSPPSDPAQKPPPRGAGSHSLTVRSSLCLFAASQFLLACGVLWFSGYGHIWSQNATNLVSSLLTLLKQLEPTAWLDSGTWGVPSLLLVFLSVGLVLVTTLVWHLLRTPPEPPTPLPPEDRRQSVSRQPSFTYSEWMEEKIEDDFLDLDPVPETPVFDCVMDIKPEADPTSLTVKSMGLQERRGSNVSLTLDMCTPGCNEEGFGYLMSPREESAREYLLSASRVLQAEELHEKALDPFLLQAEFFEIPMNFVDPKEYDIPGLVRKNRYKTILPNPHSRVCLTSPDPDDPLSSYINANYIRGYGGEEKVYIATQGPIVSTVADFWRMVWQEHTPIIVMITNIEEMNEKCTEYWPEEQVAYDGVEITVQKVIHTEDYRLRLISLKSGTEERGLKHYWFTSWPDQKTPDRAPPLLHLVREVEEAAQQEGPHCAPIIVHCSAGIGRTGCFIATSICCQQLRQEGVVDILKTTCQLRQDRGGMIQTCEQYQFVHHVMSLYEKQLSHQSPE
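Test system: STEP tyrosine phosphatase / Reagent: OMFP at 25 µM / Doses: 20 µM, 1% DMSO / Read-out: percent inhibition scaled to no-enzyme and uninhibited-enzyme controls, plate-pattern corrected / Detection: FITC-channel fluorescence of OMFP product / Medium: Bis-Tris buffer pH 6.0, 2.5 mM DTT, 0.005% Tween 20 / Schedule: 20 min at room temperature, dark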
NadD inh: inhibitors of S. aureus NadD, primary screen, biochemical, colorimetric, uHTS | Nicotinate-nucleotide adenylyltransferase NadD (Staphylococcus aureus N315) | purified NadD enzyme, colorimetric absorbance read-out | inhibition, % at 20 µM | actives 0.78% (n = 360,000); in the data active = inhibition above about 26%; note: some compounds past the cut are filed as inactive
SUMO1 PPI mod: modulators of SUMO1 protein-protein interactions, primary screen, biochemical, uHTS; actives 0.33% (n = 360,000); inhibition, % at 20 µM; SUMO1 binding to a labelled peptide, TR-FRET, 1 h; AID 602429, 2012; in the data active = inhibition above about 37%
Target sequence (P63165 whole entry, looked up): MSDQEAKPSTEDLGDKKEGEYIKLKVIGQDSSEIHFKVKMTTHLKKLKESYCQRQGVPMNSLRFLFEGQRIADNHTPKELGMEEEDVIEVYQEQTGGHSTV
LMPTP inh: LMPTP phosphatase inhibitors, primary screen, biochemical, fluorescence intensity, uHTS | Low molecular weight phosphotyrosine protein phosphatase (Homo sapiens), P24666 | recombinant LMPTP-A, OMFP fluorogenic substrate | inhibition, % at 20 µM | actives 0.22% (n = 360,000) | AID 651560, 2012;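 active = compounds that cut the enzyme signal by at least half of the control window in the single-dose screen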;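 note: plate controls were DMSO wells with enzyme plus substrate for no effect and substrate without enzyme for full effect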
Target sequence (P24666 whole entry, looked up): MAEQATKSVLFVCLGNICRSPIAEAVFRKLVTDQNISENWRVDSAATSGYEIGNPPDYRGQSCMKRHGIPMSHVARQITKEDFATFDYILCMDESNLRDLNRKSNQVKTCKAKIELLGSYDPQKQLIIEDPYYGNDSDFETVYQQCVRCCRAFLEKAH
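Test system: LMPTP-A, protein tyrosine phosphatase of low molecular weight; Input: 0.625 nM enzyme; Incubation: 50 min dark incubation at room temperature; Signal: endpoint fluorescence intensity from OMFP dephosphorylation; Read-out basis: % inhibition versus control wells.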
DNMT1 block: human DNMT1 methyltransferase inhibitors, primary screen, biochemical, molecular beacon, fluorescence, HinP1I cleavage, uHTS; actives 0.83% (n = 360,000); inhibition (reported as % activation of signal), % at 10 µM; DNA (cytosine-5)-methyltransferase 1 (Homo sapiens), P26358; in the data active = inhibition above about 50%
* marks the source's active call; other numbers are inactive results; i = inactive; / = no result given; + = active, no number; & = joins results of further samples. Rows are unselected. About 3.9% of those tested had a hit in this group.

SMILES | Scp-1 inhibitor | MT1-MMP act inh | SKN-1 inh | Rpn11 block | NRP1-CendR mod | STEP inh | NadD inh | SUMO1 PPI mod | LMPTP inh | DNMT1 block
O=C(CN1C(=O)COc2ccc(S(=O)(=O)N3CCCCC3)cc21)NCc1ccc(Cl)cc1 | -1 | -1 | -5 | i | 6 | 0 | 4 | 7 | 0.3 | -2
FC(F)(F)c1ccc(N2CCOCC2)c(Nc2nc3ccccc3n3cnnc23)c1 | -6 | -5 | 10 | i | 3 | -2 | -9 | -3 | 0.3 | -2
Cc1nnc(N2C(=O)C(=O)/C(=C(/O)c3ccc4c(c3)OCCO4)C2c2cccc([N+](=O)[O-])c2)s1 (stereo not drawn) | / | -2 | -5 | i | 8 | 2 | 2 | -15 | -0.2 | -14
CCC(C)c1ccccc1NC(=O)C(C)N(C)Cc1cccc(OC)c1 (stereo not drawn) | -6 | -3 | -5 | i | 6 | 1 | -8 | 1 | -0.8 | 1
CCCCCCCN1CCN=C1N(C)C | 0 | 0 | 15 | i | -1 | 0 | -3 | 6 | -0.7 | 1
COc1ccc(C(c2nnnn2CCc2ccccc2)N2CCN(C3CCCC3)CC2)cc1 (stereo not drawn) | -8 | 2 | -16 | i | 3 | -3 | 3 | -4 | -3.1 | 2
CCOC(=O)C1(CCOc2ccccc2)CCN(Cc2ccc(NC(C)=O)cc2)CC1 | 1 | 0 | 5 | i | 4 | 2 | -7 | 0 | -1.4 | 1
COc1ccc(C2C(C#N)=C(N)OC3=C2C(=O)CC(C)(C)C3)c(OC)c1OC (stereo not drawn) | 51* | 3 | 11 | i | 2 | 0 | -2 | 0 | -2.0 | -1
COc1ccc(Cl)cc1Nc1nc(N)c2ccccc2n1 | -3 | -4 | -9 | i | 1 | 0 | -4 | 6 | 9.9 | -12
COCCSc1ccccc1C(=O)N1CCCC(C)C1 (stereo not drawn) | -11 | 2 | 5 | i | 1 | 0 | 3 | 6 | 0.3 | 85*
Cc1nnc(SCc2cc(=O)[nH]c(N3CCCCC3)n2)s1 | 0 | 0 | -4 | i | -1 | 5 | 8 | -1 | 0.8 | 1
O=Cc1ccc(N2CCCCC2)cc1 | -7 | -8 | 0 | i | 6 | 1 | 0 | -3 | 0.3 | 7
COc1ccccc1NS(=O)(=O)c1cccc(NS(=O)(=O)c2cc(C(=O)O)ccc2Cl)c1 | / | -4 | 2 | i | -19 | 0 | 4 | 4 | -0.6 | -4
CNc1cc(C)nc(N2CCOCC2)n1 | -30 | -1 | -14 | i | 1 | 2 | -2 | 4 | -0.1 | 2
Cc1cccc(N/C(N)=N/c2nc3c(c(=O)[nH]2)CCCC3)c1 | -8 | 10 | 11 | i | 3 | 0 | -4 | -9 | -0.1 | -1

Part of the list above, limited to NRP1-CendR mod:
SMILES	NRP1-CendR mod
COc1ccc(C2C(C#N)=C(N)OC3=C2C(=O)CC(C)(C)C3)c(OC)c1OC (stereo not drawn)	2
Cc1nnc(SCc2cc(=O)[nH]c(N3CCCCC3)n2)s1	-1
O=C(CN1C(=O)COc2ccc(S(=O)(=O)N3CCCCC3)cc21)NCc1ccc(Cl)cc1	6
CCOC(=O)C1(CCOc2ccccc2)CCN(Cc2ccc(NC(C)=O)cc2)CC1	4
CCCCCCCN1CCN=C1N(C)C	-1

Entries above marked active in Scp-1 inhibitor:
SMILES | Scp-1 inhibitor | MT1-MMP act inh | SKN-1 inh | Rpn11 block | NRP1-CendR mod | STEP inh | NadD inh | SUMO1 PPI mod | LMPTP inh | DNMT1 block
COc1ccc(C2C(C#N)=C(N)OC3=C2C(=O)CC(C)(C)C3)c(OC)c1OC (stereo not drawn) | 51* | 3 | 11 | i | 2 | 0 | -2 | 0 | -2.0 | -1

Later entries:
SMILES | Scp-1 inhibitor | MT1-MMP act inh | SKN-1 inh | Rpn11 block | NRP1-CendR mod | STEP inh | NadD inh | SUMO1 PPI mod | LMPTP inh | DNMT1 block
N#Cc1ccccc1CSc1nc2ncc(Br)cc2[nH]1 | -8 | 2&-7 | 20&10 | i | -7&-28 | 1&4 | -1&-4 | -2&-1 | -3.2&-1.0 | 1&-6
CC1=CC(C)(C)N(C(=O)CSc2nnc(-c3ccc(C)cc3)o2)c2ccc(C)cc21 | -4 | -13 | -17 | i | -1 | 10 | -5 | -1 | 5.8 | -4
CC#CCN1c2ccccc2[C@]23C[C@@H](C(=O)OC)N(C(=O)NC4CCCCC4)C2=NC(C(=O)OC)=C(C(=O)OC)[C@H]13 | -6 | 1 | 0 | i | 9 | 1 | 0 | -5 | -0.6 | -7
Nc1cc2c3c(cccc3c1)C(=O)N(CCN1CCCC1)C2=O | 1 | -28 | 12 | i | 32* | -1 | 6 | -27 | 22 | 51*
COc1cccc(C(NC(C)=O)c2nc(-c3ccc(C)c(C)c3)cs2)c1 (stereo not drawn) | / | 1 | 7 | i | 34* | -2 | -5 | -2 | -0.6 | 7
CCn1c2ccccc2c2cc(NC(=O)CSc3nnc(-c4cccc(OC)c4)n3N)ccc21 | -8 | 1 | 20 | i | 3 | 3 | 20 | -4 | 4.6 | -14
COc1cc(-n2c(C)nc3cccnc32)c(Cl)cc1C(=O)O | -4 | 3 | -2 | i | -9 | 5 | 0 | 2 | -1.2 | 3
CCCc1cc(=O)[nH]c(SCC(=O)N2CCN(S(=O)(=O)c3ccc(C)cc3C)CC2)n1 | -1 | 2 | -5 | i | -4 | -2 | -8 | 0 | -1.2 | 1
C[C@H](O)[C@@H]1C(=O)N2CCc3ccc(N4CCN(C)CC4)cc3[C@@H]2C[C@@H]1N(C)C(=O)c1cccnc1 | / | 0 | -8 | i | -2 | 3 | -7 | -3 | -2.4 | -3
Cc1cc(Cl)ccc1OCc1cn2cccnc2n1 | -2 | -2 | 16 | i | 3 | 7 | 0 | -2 | -1.0 | -1
Cc1sc2nc(CSCC(=O)Nc3ccccc3C#N)[nH]c(=O)c2c1C | -2 | -7 | -1 | + | -53 | 1 | 3 | 7 | 1.1 | -1
CSc1ccccc1NC(=O)CN(C)C(C)C(=O)Nc1ccc(C#N)cc1 (stereo not drawn) | -3 | 3 | 0 | i | -10 | -2 | -7 | 0 | -1.0 | -2
CCOc1ccc(NC(=O)COC(=O)Cc2ccsc2)cc1 | -9 | 2 | 10 | i | 6 | -1 | -9 | 2 | -0.5 | 0
CCOC(=O)c1ccc(-n2cncn2)nc1 | -3 | 1 | 2 | i | -5 | -3 | 8 | 0 | 0.3 | 1
CCN(CC)c1ccc(N)cc1S(=O)(=O)Nc1ccccc1OC | 4 | 1 | 5 | i | 15 | 16 | 5 | 0 | 2.7 | -2
COC(=O)c1ccc(NC(=O)CSc2nnc(C)n2-c2ccccc2)cc1 | -9 | -2 | 9 | i | 0 | -1 | -11 | -3 | 0.6 | -2
CC(NC(=O)c1ccc(Br)s1)c1ccncc1 (stereo not drawn) | 5 | 6 | -1 | i | 4 | -4 | -6 | -2 | -0.6 | -1
CCN1C(=O)CS/C1=C(\C#N)S(=O)(=O)c1ccccc1 | -2 | 31 | 16 | + | -62 | 0 | 6 | 1 | -0.9 | -3
Cc1cc(NCc2ccccn2)n2ncc(-c3ccccc3)c2n1 | -4 | 3 | 34 | i | 9 | 1 | -2 | 9 | 2.5 | 1
CCCCc1cc(=O)oc2cc(C)cc(OCC(=O)N[C@@H](CSCc3ccccc3)C(=O)O)c12 | -4 | 4 | -5 | i | -14 | -1 | -3 | 9 | 2.2 | 0
NC(=O)c1ccsc1NC(=O)CSc1nnc2ccccn12 | 39 | -9 | 15 | i | 6 | -2 | 8 | 15 | 22 | 2
O=c1[nH]c(Sc2ccc([N+](=O)[O-])cc2[N+](=O)[O-])nc2ccccc12 | 5 | 5 | 8 | i | 3 | -3 | -1 | -22 | -0.3 | 12
COC(=O)c1ccccc1NS(=O)(=O)c1ccc2c3c(cccc13)C(=O)N2 | -14 | 0 | -4 | i | 4 | -1 | 1 | -17 | 0.5 | -3
O=C(Nc1ccc2c(c1)OCO2)C1CCCN(S(=O)(=O)c2cccs2)C1 (stereo not drawn) | -11 | -2 | 10 | i | -4 | -3 | -8 | 5 | 1.7 | -6
Cc1ccc(-c2nc3ccccc3[nH]2)cc1NC(=O)/C=C/c1ccco1 | 15 | 6 | -5 | i | -16 | 4 | 8 | -8 | 5.7 | 1
Cc1ccc(-c2nnn(CC(=O)NC3CCCc4ccccc43)n2)cc1 (stereo not drawn) | 2 | 4 | 0 | i | 0 | -4 | 3 | 1 | -1.9 | 30
O=C(CCOc1ccccc1)Nc1ccnn1C1CCN(C(=O)CCC(F)(F)F)CC1 | -7 | 1 | 10 | i | -12 | -1 | -11 | -1 | 0.4 | -1
CCC(=NCCc1c(C)[nH]c2ccc(C)cc12)C1=C(O)CC(c2ccccc2)CC1=O (stereo not drawn) | -4 | 3 | -8 | i | 16 | 3 | 5 | 7 | 3.7 | -6
CCO[C@@H]1OC(C(=O)NCc2nc3ccccc3[nH]2)=C[C@H](C(C)(C)C)[C@H]1CCCO | -7 | 29 | -8 | i | 6 | 2 | -1 | -1 | -1.1 | 3
CC(/C=C/c1ccccc1)=N\NC(=O)c1ccc2c(c1)OCCO2 | 0 | 5 | 2 | i | -1 | 0 | 1 | -14 | -1.2 | 1
Cc1cc(C)c(O)c(-c2cc(C(=O)NCc3ccccc3)[nH]n2)c1 | -15 | -3 | -1 | i | 6 | -1 | 0 | -1 | 3.5 | -2
CCOC(=O)CCCOC(=O)c1ccc(S(=O)(=O)N(C)C)cc1 | -1 | 2 | -1 | i | 20 | 2 | -1 | -6 | -0.8 | 0
CC(=O)c1cccc(Nc2ccc(-c3ccccc3F)nn2)c1 | -2 | 1 | 9 | i | -5 | 0 | 1 | 0 | 0.4 | -2
